Source: PubChem
Tat transport – blocks Tat-dependent protein export in E. coli | E. coli MC4100 TorA-mCherry Tat export, fluorescence | inhibition, % at 10 µM | 340,000 tested, 0.036% active | AID 488895;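 active = mean replicate inhibition at least 50% and at least half of replicates individually reaching 50%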;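 also: exported cargo escapes ClpAP degradation while cytoplasmic cargo is degraded and loses fluorescence; 0% = median of neutral control wells and 100% = median of NaSCN control wells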
MOR-DOR inv ag – mu-delta opioid heterodimer inverse agonism. P35372+P41143. cell-based MOR-DOR heterodimer luminescence. inhibition, % at 9.3 µM. 340,000 tested, 0.21% active. AID 504357; in the data active = inhibition above about 22%, passing the limit was not always enough;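 also: 0% = cells with DMSO and 100% = wells without cells with DMSO; values of inactives mirror those of a sister screen read the other way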
HTR5A inv ag – HTR5A inverse agonism, opioid heterodimer counter-screen. P47898. HTR5A cell line, luminescence. inhibition, % at 9.3 µM. 340,000 tested, 0.083% active. AID 504634; in the data active = inhibition mostly above about 23%, no sharp cut-off; inactive = mostly below about 18%;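 also: 0% = cells with DMSO and 100% = no-cell wells with DMSO; some compounds called inactive have numbers as strong as hits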
Target sequence (P47898 whole entry, looked up): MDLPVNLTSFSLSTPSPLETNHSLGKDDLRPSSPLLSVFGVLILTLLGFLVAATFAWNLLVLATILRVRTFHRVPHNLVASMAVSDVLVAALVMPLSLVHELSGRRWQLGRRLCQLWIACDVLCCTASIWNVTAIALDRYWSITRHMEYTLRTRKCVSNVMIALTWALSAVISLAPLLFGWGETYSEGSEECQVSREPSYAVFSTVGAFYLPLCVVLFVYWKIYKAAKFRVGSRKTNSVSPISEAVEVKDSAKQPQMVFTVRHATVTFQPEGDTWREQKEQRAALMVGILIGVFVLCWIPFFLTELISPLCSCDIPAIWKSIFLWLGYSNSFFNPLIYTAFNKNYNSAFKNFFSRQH
OPRM1-OPRD1 ag – OPRM1-OPRD1 heterodimerization agonism. P35372+P41143. cells, luminescence. activation, % at 9.3 µM. 340,000 tested, 0.3% active. AID 504326; in the data active = activation above about 18%;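 also: 0% = vehicle-treated cells and 100% = reference agonist; values of inactives mirror those of a sister screen read the other way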
AddAB inh – less growth of phage-infected E. coli with AddAB. E. coli expressing H. pylori AddAB, absorbance growth. inhibition, % at 11.9 µM. 330,000 tested, 0.29% active; in the data active = inhibition above about 12%;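 also: 0% = vehicle wells of infected cells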
E coli growth – reduces bacterial viability in AddAB counter-screen; 330,000 tested, 0.27% active; E. coli V3065 growth, OD600 absorbance, 18 h; AID 449728; inhibition, % at 11.9 µM;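 active = inhibition above the campaign's mean inhibition across all tested compounds plus 3 SD, cut at about 9.9% in these data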;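 also: uninfected addAB+ strain grown without phage in ampicillin broth; 0% = DMSO wells and 100% = ciprofloxacin 0.95 µg/ml wells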
PfHsp90 yeast 2 – reduces growth (ATP signal) of yeast expressing P. falciparum Hsp90; S. cerevisiae expressing PfHsp90, BacTiter-Glo ATP, 48 h; yeast lacking PDR1 and PDR3 efflux regulators; inhibition, % at 9.4 µM; 310,000 tested, 0.32% active;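 active = every replicate shows inhibition above about 80%, whatever the replicate mean, limit read from the data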;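 also: 0% = DMSO neutral controls and 100% = 20 µM radicicol positive controls; yeast relying on Plasmodium falciparum Hsp90 in place of its own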
SUMO Mot1 rescue – inhibitors of SUMOylation pathway: yeast Mot1-301 growth rescue; growth rescue, % at 18.8 µM; S. cerevisiae Mot1-301 growth rescue, ATP luminescence, 38.5C; percent above DMSO median, 100 means doubled; 320,000 tested, 1% active; AID 2716;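 active = every valid replicate shows activation above 250% relative to neutral control wells; inactive = the rest, any valid replicate at or below 250%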;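 also: OY570 slx delta 5 strain wells were the positive control but not used for scaling; some compounds called inactive have numbers as strong as hits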
phage Ecoli inh – E. coli growth loss with phage present | growth absorbance | inhibition, % at 11.9 µM | 360,000 tested, 0.26% active; in the data active = inhibition above about 11%
PKA-R1A activ – activators of PKA-R1A complex. activation, % at 11.4 µM. PKA-R1A dissociation, Cy5-IP20 fluorescence polarization; scaled: DMSO 0%, 113 µM cGMP 100%. 340,000 tested, 0.083% active. P00514+P68181. AID 504707;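 active = percent activation above the mean of all tested compounds plus 3 SD, cut at about 19% in these data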;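 also: higher means more PKAc released from R1A so a rise in polarization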
PKA-R2B activ – activators of human PKA-R2B complex; P22694+P31323; PKA-R2B holoenzyme dissociation, Cy5-IP20 fluorescence polarization; R2B truncated from residue 108, S112A mutant; 0% DMSO only, 100% 113 µM cGMP; activation, % at 11.4 µM; 340,000 tested, 0.079% active; AID 504700;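 active = activation above a cutoff set at the mean over all compounds plus 3 SD, cut at about 18% in these data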;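 also: higher means more holoenzyme dissociation and a rise in polarization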
Target sequence (P31323 whole entry, looked up, other chains not shown, the tested form may be a part): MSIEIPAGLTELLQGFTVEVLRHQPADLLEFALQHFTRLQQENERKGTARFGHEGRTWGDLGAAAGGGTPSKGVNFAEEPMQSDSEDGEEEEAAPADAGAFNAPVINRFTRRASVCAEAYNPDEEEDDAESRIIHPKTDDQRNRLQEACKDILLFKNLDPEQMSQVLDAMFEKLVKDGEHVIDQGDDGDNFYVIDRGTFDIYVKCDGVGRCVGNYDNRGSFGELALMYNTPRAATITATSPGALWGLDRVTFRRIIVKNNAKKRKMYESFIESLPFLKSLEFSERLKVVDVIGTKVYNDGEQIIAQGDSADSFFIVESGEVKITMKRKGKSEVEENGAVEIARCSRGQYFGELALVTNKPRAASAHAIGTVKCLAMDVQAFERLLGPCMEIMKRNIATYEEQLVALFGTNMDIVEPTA
* marks the source's active call; other numbers are inactive results; . = no result given.

SMILES	Tat transport	MOR-DOR inv ag	HTR5A inv ag	OPRM1-OPRD1 ag	AddAB inh	E coli growth	PfHsp90 yeast 2	SUMO Mot1 rescue	phage Ecoli inh	PKA-R1A activ	PKA-R2B activ
CCOC(=O)c1cnc(SCC(=O)Nc2cccc(OC)c2)nc1N	7	2	-15	-0.4	0.5	-0.9	.	6	4.3	-2	2
Cc1cc(C(=O)Nc2ccc3c(c2)OCO3)no1	-7	1	-7	-0.1	-2.0	-3.0	7	-1	0.6	3	-2
Cc1cc(C)c(C(=O)NC2CC(C)(C)Cc3c2cnn3-c2cccc(F)c2)[nH]1 (stereo unspecified)	8	-9	-14	1.3	.	.	-5	.	1.1	-5	0
O=[N+]([O-])c1ccc2nc(N3CCCC3)sc2c1	2	-2	4	0.4	-1.6	-0.4	11	13	1.8	1	3
CCOC(=O)c1nnc(-c2ccccc2)nc1NCc1ccc(Cl)cc1	-6	4	11	-0.8	5.3	2.0	-12	-4	2.0	-17	-1
CCCC(=O)Nc1ccc2oc(-c3cncc(Br)c3)nc2c1	4	11	-5	-2.2	1.3	1.6	2	3	3.2	10	9
CCN1CCN(c2ccc(NC(=O)c3ccc4c(c3)[nH]c(=O)n4Cc3ccc(OC)cc3)cc2)CC1	-1	-6	-4	1.1	0.9	-1.7	13	1	-0.1	1	11
O=C(Nc1nc2ccccc2n1CCN1CCCCC1)c1ccco1	9	.	.	.	-1.8	-4.8	2	-6	-0.4	7	6
COC(C[C@H]1O[C@H]1[C@H](O)[C@H](C)OCc1ccccc1)OC	-8	16	-14	-2.8	.	.	2	.	1.4	-9	10
NC(=O)CC(NC(=O)Cc1ccc(Cl)cc1)c1ccc(NC2CC3CCC2C3)c([N+](=O)[O-])c1 (stereo unspecified)	-2	10	18	-1.8	3.1	-1.6	16	6	1.0	-3	2
CCN1C(=O)c2cccc3c(N)ccc(c23)C1=O	-10	-19	-31	3.6	2.6	-1.5	-8	-3	2.2	-5	-6
Cc1cc(NC(=O)CCCC(=O)N(CC(=O)NC2CCCCC2)c2ccccc2)no1	-1	0	13	-0.1	0.5	-1.1	68	-5	2.8	6	14
CCN(CC)S(=O)(=O)c1cccc(-c2nnc(SCC(=O)c3cc(C)n(C)c3C)o2)c1	-5	11	-20	-2.0	-1.6	-2.4	5	16	3.5	0	1
CCCS(=O)(=O)NCCc1cc2c(OC)ccc(OC)c2[nH]c1=O	-2	24	0	-4.8	2.8	-1.4	6	70	1.3	-1	-11
CCC(=O)Nc1ccc(NC(=S)NC(=O)c2oc3ccccc3c2C)cc1	18	4	0	-0.9	3.0	0.6	0	-8	3.2	0	4
CS(=O)(=O)N(CC(N)=O)c1cccc(Br)c1	-1	13	-4	-2.7	7.1	0.7	2	-18	0.8	-4	-6
COc1cccc(Cn2c(=S)[nH]c3ccc(N4CCOCC4)cc3c2=O)c1	-1	8	-3	-1.9	3.9	-1.4	.	.	2.3	-2	-9
O=C(C1CCC(=O)N1Cc1cccnc1)N1CCN(c2ccc(F)cc2)CC1 (stereo unspecified)	-5	4	-13	-0.6	0.3	-1.0	18	-9	0.4	-9	0
CCOc1c(Cl)cc(CNc2ccc(S(N)(=O)=O)cc2)cc1OC	-5	0	-2	-0.1	0.1	-1.7	16	.	2.1	-12	-5
COc1cccc(OC)c1OCCCCN1CCCC1	-5	16	0	-3.0	0.8	0.7	9	16	-0.9	-12	-12
CCC(C(=O)NC1CCCC1)N(Cc1ccco1)C(=O)CNS(=O)(=O)c1ccccc1 (stereo unspecified)	0	22	-9	-4.2	3.7	1.9	11	0	-0.1	-7	3
COc1nnc(OC)c2ccccc12	-14	4	-7	-0.6	1.6	0.4	-35	1	3.1	10	4
C=CC[C@@H](CC(=O)N[C@H](CO)Cc1ccccc1)C(=O)N[C@H](COC(=O)[C@@H](CC=C)Cc1ccc(F)cc1)Cc1ccccc1	4	6	0	-1.0	0.2	-2.3	-5	19	0.0	-6	5
COc1ccc(C)cc1NS(=O)(=O)c1ccc2c(c1)oc(=O)n2C	0	-1	4	0.3	2.8	2.2	-17	429	-1.8	-5	0
O=C(Nc1ccccc1)c1ccc(Br)c(S(=O)(=O)Nc2ccccn2)c1	14	4	-2	-1.0	-1.3	-0.2	2	8	-0.6	10	4
CSCCC(=O)N1CCCC(N2CCN(c3cccc(C(F)(F)F)c3)CC2)C1 (stereo unspecified)	-1	6	-24	-1.2	1.6	-1.2	3	18	1.5	-4	-5
CN1CCN(C(=O)c2ccc3c(c2)N(Cc2ccccc2F)C(=O)c2ccccc2S3=O)CC1 (stereo unspecified)	0	10	-10	-1.6	-5.1	-0.7	-14	294	2.5	-10	-2
Cc1nc2ccccc2n1CC(=O)c1ccc(O)c(O)c1	-3	-1	-64	0.2	0.8	-4.1	10	-8	-0.3	11	-10
COCCCNC(=S)NC1CC2CCCC(C1)N2Cc1ccco1 (stereo unspecified)	-2	9	-7	-1.6	-1.3	-0.4	5	523	0.8	-3	-3
CCn1c(SCC(=O)c2cccs2)nnc1-c1ccco1	8	-11	-9	1.8	2.6	1.1	0	8	3.5	8	-1
O=C(O)/C=C/C(O)c1ccc(Cl)cc1 (stereo unspecified)	-3	11	-11	-2.0	-5.3	0.2	-2	-27	1.2	-12	2
Cc1ccc(NC(=O)c2cc(-c3cccs3)on2)cc1	3	6	5	-1.0	-0.2	-1.6	.	86	0.9	5	0
COc1cccc(-n2nc(C(C)=O)c(C#N)c2-c2ccco2)c1	-3	-15	-6	2.1	2.7	0.9	.	5	3.9	-3	-20
Cc1cnc(NC(=O)CSc2ncn(-c3ccccc3)n2)s1	5	9	-3	-1.8	3.4	2.2	-36	-19	2.6	0	0
O=C(O)C1CCCCC1C(=O)OCCCCOC(=O)C1CCCCC1C(=O)O (stereo unspecified)	0	1	25	-0.3	0.3	1.8	-16	-2	3.1	4	-1
COC(=O)C1CC2=C(CC(C)(C)CC2=O)N(c2ccccc2)C1=O (stereo unspecified)	-11	6	22	-1.4	.	.	-20	.	1.2	-2	0
O=C1CC[C@@]23CCCN2C(=O)CCCC3C1 (stereo partly specified)	2	7	-3	-1.4	-0.6	0.9	-2	.	1.2	-1	4
Cc1ccc(CNC(=O)C(=O)NCCC2CCCCN2S(=O)(=O)c2cccs2)cc1 (stereo unspecified)	-5	-5	-7	0.7	-1.9	0.1	6	-4	0.6	-9	-4
COc1ccccc1OCc1ccc(C(=O)N2N=C(C(F)F)CC2(O)C(F)F)o1 (stereo unspecified)	8	4	-14	-0.7	-0.8	-1.7	.	0	2.4	-8	2
COc1cccc(NC(=O)CC(=O)c2ccc([N+](=O)[O-])cc2)c1	-6	1	-3	-0.3	-2.8	-0.5	-15	197	-1.4	0	1
CCOC(=O)CC1CCCCN1C(=O)CCCn1nnnc1CN1CCC(C)CC1 (stereo unspecified)	-2	-21	20	4.0	1.6	1.5	8	15	2.6	-3	-6
CC(C)(C)OCC1CO1 (stereo unspecified)	-2	20	7	-3.6	0.2	-1.8	-45	-18	3.7	1	2
O=C(NC(=S)Nc1ccc(CN2CCOCC2)cc1)c1cccc([N+](=O)[O-])c1	4	17	9	-3.2	3.0	0.3	17	13	-0.1	1	-18
Cc1cc(NCCCCCCCNc2cc(C)nc3cc([N+](=O)[O-])ccc23)c2ccc([N+](=O)[O-])cc2n1	8	-51	-20	12	.	.	26	.	1.1	9	3
Cc1cccc(-c2ccc3ncnc(NCc4cccnc4)c3c2)c1	-1	18	-12	-3.2	-0.3	-3.0	17	2	-2.1	-7	1
COCCN1CCN(Cc2cn(C)nc2-c2cccc(Cl)c2)CC1	1	11	-4	-2.0	-0.8	0.4	-22	-9	4.4	-3	-7
CCc1ccc(C2CC(c3ccco3)=NN2S(C)(=O)=O)cc1 (stereo unspecified)	0	19	-7	-4.0	2.8	-1.0	2	10	0.3	-5	-19
O=C(Nc1ccc2c(c1)C(=O)N(C1CCCCC1)C2=O)C1CCCO1 (stereo unspecified)	1	1	24	-0.2	-2.7	0.8	-6	39	1.0	-3	-1
OC(COc1c(Cl)cc(Cl)cc1Cl)CN1CCCCC1 (stereo unspecified)	-3	-26	-5	4.2	3.4	4.7	-11	6	0.8	3	1
C=CCOc1ccccc1CN1CCC(CO)(CCOc2ccccc2)CC1	1	-21	-1	4.4	0.9	-0.2	.	0	2.6	-5	6
CCCCn1c(SCC(=O)N2CCC(C(=O)OCC)CC2)nc2cc(S(N)(=O)=O)ccc21	4	0	-5	0.1	-3.2	-0.8	14	39	1.9	-1	4
c1ccc(CN2CCC(CNc3ncnc4ccccc34)C2)cc1 (stereo unspecified)	-3	-3	-27	0.6	.	.	8	.	1.8	6	6
CCOc1ccc(NC(=O)COc2ccc(C(=O)NCCc3ccccc3)cc2)cc1	0	10	9	-1.9	3.4	1.9	5	5	2.5	-7	2
CCCC1(C(=O)OCC)NC(c2ccc(OC)cc2OC)C2C(=O)N(c3ccc4c(c3)OCCO4)C(=O)C21 (stereo unspecified)	1	10	-6	-2.1	-0.8	0.7	12	13	0.2	-10	-5
Cn1ccnc1SC(=O)N1c2ccccc2Sc2ccccc21	1	-6	-16	1.0	2.5	-0.4	.	-12	-1.2	-4	11
O=C(NCCCn1ccnc1)C(=O)NCC1OCCN1S(=O)(=O)c1ccc(Cl)cc1 (stereo unspecified)	-11	7	-9	-1.3	-1.4	0.5	-40	-17	2.3	-3	5
COc1cccc(C2C([N+](=O)[O-])=C(N)Oc3cc(C)oc(=O)c32)c1 (stereo unspecified)	-16	13	-6	-2.6	1.6	-1.7	13	6	2.1	1	3
COCc1cc(C)nc(NC2CC(C)(C)NC(C)(C)C2)c1C#N	-7	16	-1	-2.9	-0.6	-2.2	13	-8	1.0	-4	7
C[C@@H]1CC=C[C@H]2[C@H]1C(=O)N(Cc1ccccc1)[C@H]2c1ccc2ccccc2c1Br	-4	-7	-22	1.2	.	.	-38	.	1.6	-4	-10
O=C(Nc1ccc2oc(-c3cccnc3)nc2c1)c1ccco1	-6	1	-5	-0.2	2.3	0.2	22	-4	2.1	-3	-14
Cc1ccc(OCC(=O)NCc2cccnc2)cc1	-13	18	5	-3.9	4.2	0.6	-3	.	-1.8	-10	-7

Some of the entries so far, with values under each structure.
Value order: Tat transport, MOR-DOR inv ag, HTR5A inv ag, OPRM1-OPRD1 ag, AddAB inh, E coli growth, PfHsp90 yeast 2, SUMO Mot1 rescue, phage Ecoli inh, PKA-R1A activ, PKA-R2B activ
- C[C@@H]1CC=C[C@H]2[C@H]1C(=O)N(Cc1ccccc1)[C@H]2c1ccc2ccccc2c1Br
  -4, -7, -22, 1.2, ., ., -38, ., 1.6, -4, -10
- COCCN1CCN(Cc2cn(C)nc2-c2cccc(Cl)c2)CC1
  1, 11, -4, -2.0, -0.8, 0.4, -22, -9, 4.4, -3, -7
